AmpC inh detg: AmpC beta-lactamase inhibition with detergent present; AmpC hydrolysis of nitrocefin, absorbance 480 nm, 0.01% Triton; AID 485294; hit rate 0.041% among 370,000; Potency, µM (series often up to 114 µM), for inactives: at the top dose activity change, negative = inhibition, usual class: inhibitors; P00811;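 also: potency is read from the fitted curve at half-maximal effect; 0% = no-compound wells and -100% = no-enzyme wells; nearly all actives have a fitted effect of over 25% in size; some results filed as inactive show a strong effect at the top dose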
Target sequence (P00811 whole entry, looked up): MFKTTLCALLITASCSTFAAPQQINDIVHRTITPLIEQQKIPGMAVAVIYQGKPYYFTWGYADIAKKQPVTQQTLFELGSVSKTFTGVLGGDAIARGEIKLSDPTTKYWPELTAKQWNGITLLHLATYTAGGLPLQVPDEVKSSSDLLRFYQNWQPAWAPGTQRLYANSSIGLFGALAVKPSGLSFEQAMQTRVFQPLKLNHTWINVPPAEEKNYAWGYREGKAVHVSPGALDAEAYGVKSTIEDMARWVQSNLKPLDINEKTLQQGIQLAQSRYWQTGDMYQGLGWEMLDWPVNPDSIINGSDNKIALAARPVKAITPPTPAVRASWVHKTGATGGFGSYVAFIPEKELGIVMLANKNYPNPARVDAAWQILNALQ
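20 mM phosphate pH 7.0 + 0.01% (detergent screen) or 0.0001% Triton X-100; 5.3 nM AmpC reagent; cpd preinc 15 min RT; nitrocefin (800 uM stock) to start; A480 q20 s × 4 min; Activity was normalised to no-enzyme and no-compound control wells.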
HCMV inh: human cytomegalovirus inhibition. HFF cells, HCMV-luciferase reporter, 72 h; active compounds read low. activity change, negative = inhibition, % at 57.5 µM. hit rate 4.5% among 410,000; in the data active = activity change below about -60%; inconclusive = no clear call, values can overlap the other calls; inactive = above about -39%
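Steps: HFFs plated, 16 h 37C; compounds added; HCMV-luciferase added to MOI 1 PFU/cell; 72 h 37C; OneGlo reagent, 5 min room temperature; luminescence read, normalized to controls.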
HCV inhibitor: inhibitors of hepatitis C virus infection | Huh7.5.1 HCVcc-Cre infection, luciferase reporter, 44 h | Potency, µM (highest dose often 41.8 µM), for inactives: top-dose activity change, negative = inhibition, most hits filed as inhibitors | hit rate 3.4% among 340,000 | AID 651820; also: potency is read from the fitted curve at half-maximal effect
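After 44 h co-culture of compound, cells and HCVcc-Cre (~0.5 moi), substrate is added for 15 min at room temperature and luciferase measured over 15 sec. Cells were seeded at 1,000/well and pre-cultured 4 h.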
Giardia FBPA inh: Giardia lamblia aldolase inhibition. hit rate 0.71% among 290,000. Potency, µM (highest dose often 59.6 µM), inactives show at the top dose activity, negative = inhibition, most hits filed as inhibitors. purified Giardia FBPA. AID 2451; also: potency is read from the fitted curve at half-maximal effect; nearly all actives have a fitted effect of over 55% in size
Target sequence (A8B2U2 whole entry, looked up): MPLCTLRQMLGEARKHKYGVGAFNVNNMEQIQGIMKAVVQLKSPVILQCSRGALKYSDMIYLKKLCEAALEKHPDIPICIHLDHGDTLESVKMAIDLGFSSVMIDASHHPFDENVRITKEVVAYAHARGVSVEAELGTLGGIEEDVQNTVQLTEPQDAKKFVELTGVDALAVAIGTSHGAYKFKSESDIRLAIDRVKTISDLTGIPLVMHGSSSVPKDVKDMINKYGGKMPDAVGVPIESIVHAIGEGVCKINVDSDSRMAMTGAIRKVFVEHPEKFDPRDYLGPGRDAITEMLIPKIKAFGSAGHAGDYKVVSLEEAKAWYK
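Giardia FBPA (40 nM reagent) was preincubated 10 min at RT with compound (up to 57.5 uM final), then substrate plus GAPDH/TPI/NAD/arsenate coupling system with diaphorase/resazurin was added; resorufin fluorescence (525/598 nm) was read after 20 min.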
Sm TGR block: inhibitors of Schistosoma mansoni thioredoxin glutathione reductase. purified TGR, DTNB reduction, TNB absorbance 405 nm. Potency, µM (series often up to 114 µM), for the others: top-dose activity change, negative = inhibition, actives largely listed as inhibitors. hit rate 3% among 360,000. AID 485364; also: potency is read from the fitted curve at half-maximal effect; nearly all actives have a fitted effect of over 60% in size
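First, TGR (20 nM dispensed) and NADPH were mixed with compound. Second, a 15 min room-temperature incubation followed. Third, further NADPH and then DTNB were added to start the reaction. Finally, TNB absorbance was monitored kinetically.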
AMA1 RON2 block: disrupts binding of P. falciparum AMA1 to RON2 | AlphaScreen AMA1-biotinylated RON2 peptide binding | Potency, µM (highest dose often 58.2 µM), inactives show top-dose activity change, negative = inhibition, actives largely listed as inhibitors | hit rate 0.2% among 360,000;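 also: potency is read from the fitted curve at half-maximal effect; 0% = vehicle wells and -100% = peptide control; nearly all actives have a fitted effect of over 45% in size; some results filed as inactive show a strong effect at the top dose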
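AMA1 (3D7) with his tag at 25 nM final met compounds first, then biotinylated RON2 peptide at 25 nM; detection used donor plus acceptor beads, 10 µg/mL apiece, read by AlphaScreen after 30 min at room temperature.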
* = called active by the depositor; ? = inconclusive; / = no result given; & = joins results of further samples; [ ] = another dose, or the depositor's remark. Unless noted, calls follow the shape of the dose curve; as a rule, active = well fitted curve in the direction sought with a large enough effect; inconclusive = small, poorly fitted or top-dose-only effect, or another doubt; inactive = no such curve, though single readings can be large; an effect the other way counts as inactive or inconclusive. Unless noted, % is scaled to controls: 0 for no effect and ±100 for the full control effect.

SMILES | AmpC inh detg | HCMV inh | HCV inhibitor | Giardia FBPA inh | Sm TGR block | AMA1 RON2 block
CCCCNC(=O)C(CC)(ONc1ccccc1C(F)(F)F)c1ccccc1OC (stereo unspecified) | 8.7% | 20.0 | -3.4% | / | 8.6% | ?
Cc1ccccc1CSc1nnc(C)n1N | -7.1% | -5.4 | 5.1% | -3.0% | 9.4% | -4.9%
Oc1ccc(-c2sc(Nc3ccccc3)n[n+]2-c2ccc(F)cc2)cc1 | -12.8% | ? | 11.7% | -11.3% | -16.0% | ?
CC(c1cccnc1)N(CCN(C)C)C(=O)Nc1ccc(Cl)c(Cl)c1 (stereo unspecified) | / | 32.0 | -22.3% | / | / | -4.1%
COc1cc(CN2CCCCCC2)cc(Br)c1O | -20.2% | 7.4 | -3.0% | -23.4% | ? | -10.5%
O=C(N/N=C/c1ccc([N+](=O)[O-])cc1)c1cnccn1 | 1.4% | 38.5 | -24.7% | 0.1% | -4.1% | 3.0%
N#Cc1ccccc1-n1c(N)c(C(=O)N2CCCC2)sc1=S | -0.8% | -1.5 | ? | -9.7% | -20.9% | -19.4%
CCOC(=O)c1oc2ccc(S(=O)(=O)n3nc(-c4ccc(C)cc4)cc3N)cc2c1C | 2.0% | 7.6&-27.5 | -5.0% | -6.0% | 0.5%&6.8% | -5.0%
O=C1N=C(N2CCOCC2)S/C1=C/c1cc2c(cc1[N+](=O)[O-])OCO2 | 3.0% | ? | ? | -5.0% | -1.4% | -5.9%
CC(=O)Nc1ccc2c(c1)nc(CCNC(=O)c1ccccc1)n2C | ? | 21.8 | 13.2% | 2.0% | -2.4% | 1.4%
Cc1ccc(S(=O)(=O)NCC(=O)OCC(=O)N(Cc2ccccc2)C(C)(C)C)cc1 | -7.3% | -25.0 | -2.2% | -1.7% | -9.4% | -12.5%
COc1ccc(NC(=O)Cn2c(=O)c3cc(Cl)ccc3n3nncc23)cc1 | -7.5% | 0.7 | / | / | -3.3% | /
Fc1ccc(-c2nn(-c3ccccc3Cl)c3c2cnc2ccccc23)cc1 | -3.9% | -6.4 | / | / | 27.8% | /
COc1ccc(OC)c(NC(=O)c2ccc3c(Cl)c4c(nc3c2)CCCC4)c1 | 18.4% | -1.3 | / | / | 1.4% | /
COc1cc(NS(=O)(=O)c2ccc(N/C=C(\C=O)c3nc4ccccc4o3)cc2)nc(OC)n1 | -9.7% | 42.1 | -0.1% | -15.1% | 7.3% | 34.6%[activator]
CCS(=O)(=O)N1CCN(c2ccc(C(=O)N3CCOCC3)cc2[N+](=O)[O-])CC1 | 1.1% | ? | 6.6% | 7.6% | 27.9% | 4.7%
Cc1ccc(S(=O)(=O)CC(O)COc2ccc(C#N)cc2)cc1 (stereo unspecified) | -3.5% | -69.5* | 12.5% | 1.1% | / | 12.6%
CCCCN(C)CCN1C(=O)C2C(C(=O)Nc3cccc(OC)c3)C3C=CC2(O3)C1C(=O)NC1CCCCC1C (stereo unspecified) | -7.7% | 18.1 | -19.8% | -5.6% | -13.3% | -8.9%
COc1cc(NC(=O)c2cccc(COCC(F)(F)C(F)F)c2)cc(OC)c1OC | -3.2% | 13.2 | ? | 4.5% | -9.5% | 64.3%[activator]
O=C(NCCCC(NC(=O)OCc1ccccc1)C(=O)O)OCc1ccccc1 (stereo unspecified) | -0.4% | 7.8 | 6.5% | 4.3% | -14.7% | -0.5%
O=C(NCc1ccccn1)c1ccc(-c2ccccc2)cc1 | -0.6% | 22.4 | -8.2% | 0.7% | 2.3% | 0.2%
CC(=O)c1c(C)[nH]c(C(=O)N2CCN(c3ncccn3)CC2)c1C | -8.9% | 33.1 | -17.3% | 1.4% | 1.4% | 0.1%
CS(=O)(=O)Nc1ccc(-c2n[nH]c(=S)n2-c2ccccc2)cc1 | 1.9% | 1.4 | -0.4% | 11.3% | 0.5% | -11.9%
CC[C@]12c3[nH]c4cc(CCC(=O)N(C)C)ccc4c3CCN1C(=O)[C@@H](CC(=O)NCc1ccco1)C[C@@H]2C(=O)N1CCN(C(=O)C2CC2)CC1 | / | 99.1 | 53.9%[activator] | / | / | 0.0%
CCOC(=O)c1[nH]cnc1C(=O)NC1CCN(C(=O)OC(C)(C)C)CC1 | -0.6% | -9.1 | 10.6% | / | -21.7% | 19.8%
O=C(NCCCn1cccn1)C1CCC(=O)N(Cc2cccc(C(F)(F)F)c2)C1 (stereo unspecified) | -4.4% | 3.6 | 23.8% | / | -5.4% | 4.0%
C/C(=N\NC(=O)c1ccc(OC2CCCC2)cc1)c1ccc(C)s1 | ? | -33.5 | -7.2% | 0.5% | -23.1% | 41.1%[activator]
Nc1nc(-c2ccc(S(=O)(=O)N3CCCCC3)cc2)cs1 | 3.1% | -12.3 | ? | / | -5.0% | -4.0%
CC1CC(Nc2ccccc2)c2ccccc2N1C(=O)c1ccco1 (stereo unspecified) | 6.0% | -11.4 | -25.1% | -7.4% | -1.1% | ?
CC(Oc1ccc(Cl)cc1Cl)C(=O)N/N=C1\CCCc2ccccc21 (stereo unspecified) | ? | -22.3 | -13.4% | -1.4% | 3.9% | -6.3%
Cc1cccc(CN2CCN(CCCc3ccccc3)CC2)c1 | -5.2% | / | / | -12.5% | 10.0% | /
CCc1nc(N2CCN(C(=O)c3ccco3)CC2)c2oc3ccccc3c2n1 | ? | 10.9 | ? | -11.6% | 10.2%[11.4 µM] | -25.6%
CCOC(=O)C1(C(F)(F)F)N=C(C(F)(F)F)Nc2ccccc21 (stereo unspecified) | -0.8% | 10.2 | 27.6% | -10.0% | 4.1% | -1.6%
O=c1[nH]cnc(O)c1C(c1cccc([N+](=O)[O-])c1)c1c(O)nc[nH]c1=O | 6.1% | -32.5 | ? | 0.3% | 2.0% | 0.2%
O=C(NCCc1ccccc1)C1CC(=O)N(c2ccc3c(c2)OCCO3)C1 (stereo unspecified) | -10.6% | 17.9 | ? | / | -1.3% | 0.0%
Cn1c(=O)c2c(nc(CN3CCN(C(=O)c4ccco4)CC3)n2Cc2ccc(Cl)cc2)n(C)c1=O | -16.3% | 38.2 | -7.7% | 3.1% | ? | -10.9%
O=C(/C=C/c1ccc([N+](=O)[O-])cc1)Nc1cccc(S(=O)(=O)NC2=NCCCCC2)c1 | / | -39.4 | 25.1µM* | / | / | -2.8%
COc1ccc(C)cc1NC(=O)C1CCCN(c2ncnc3onc(C)c23)C1 (stereo unspecified) | 1.8% | -22.5 | / | / | -0.3% | /
CC1=C(C(=O)OCC2CCCO2)C(c2ccccc2)C2=C(CC(C)(C)CC2=O)N1 (stereo unspecified) | 7.9% | ? | -14.5% | 1.7% | -0.1% | -6.1%
CCN1C(=O)C2(Nc3ccccc3-c3nc4ccccc4n32)c2cc(OC)ccc21 (stereo unspecified) | -6.9% | ? | 16.4% | -0.7% | 0.0% | -1.4%

Record cards, from the list above.
O=c1[nH]cnc(O)c1C(c1cccc([N+](=O)[O-])c1)c1c(O)nc[nH]c1=O reads AmpC inh detg = 6.1%; HCMV inh = -32.5; HCV inhibitor = ?; Giardia FBPA inh = 0.3%; Sm TGR block = 2.0%; AMA1 RON2 block = 0.2%
C/C(=N\NC(=O)c1ccc(OC2CCCC2)cc1)c1ccc(C)s1 reads AmpC inh detg = ?; HCMV inh = -33.5; HCV inhibitor = -7.2%; Giardia FBPA inh = 0.5%; Sm TGR block = -23.1%; AMA1 RON2 block = 41.1%[activator]

Next part:
SMILES | AmpC inh detg | HCMV inh | HCV inhibitor | Giardia FBPA inh | Sm TGR block | AMA1 RON2 block
CC(=O)c1ccc(OCC(O)CN2CCN(CCO)CC2)cc1 (stereo unspecified) | ? | 6.4 | 9.6% | 0.6% | -14.2% | 0.0%
CC(=O)c1c(C)[nH]c(C(=O)CN2CCN(S(=O)(=O)c3ccccc3[N+](=O)[O-])CC2)c1C | -15.6% | -31.8 | ? | / | -11.1% | 17.5%
COc1ccccc1NCC(=O)NN=C1CCS(=O)(=O)c2ccc(F)cc21 | / | -7.8 | -16.0% | / | / | 14.0%
CCOc1cc(-c2sc(Nc3ccc(CC)cc3)n[n+]2-c2ccccc2)ccc1OC | -8.9% | -25.0 | -20.9% | / | -2.0% | -5.3%
C=CCN=C(NC#N)SCc1ccccc1 | ? | -31.8 | 18.7% | 1.2% | 7.1% | -10.9%
CCC1CCC(C(=O)NC(C(=O)NCCCN2CCCCC2C)C(C)C)CC1 (stereo unspecified) | ? | -20.2 | 12.6% | 1.1% | -0.1% | 4.1%
Cc1nc(/C(N)=N/OC(=O)c2ccc(Cl)cc2)c(C(F)(F)F)o1 | -1.4% | 3.3 | 11.4% | -2.1% | 0.0% | 0.0%
Cc1ccccc1S(=O)(=O)Cc1ccc(C(=O)N(C)C2CCCCC2)o1 | 0.5% | 18.5 | -8.3% | / | 25.1µM* | 11.5%
O=C(Nc1ccc(Cl)cc1N1CCOCC1)C1CCCCC1 | -4.0% | 13.0 | 3.5% | 1.0% | 6.5% | 0.8%
COC(=O)C1CC(O)C(O)C(O)C1 (stereo unspecified) | / | 8.8 | 14.5% | / | / | -0.3%
CC(C)c1ccccc1NC(=S)NCCCn1ccnc1 | 6.5% | -34.4 | 1.2% | 5.1% | -28.2% | -1.3%
N=C1C(c2nc(-c3ccc(Cl)cc3)cs2)=C(O)CN1NC(=O)c1ccc(O)cc1 | 2.1% | 0.0 | 3.5% | -0.2% | 1.1% | 18.6%
Cc1ccc(S(=O)(=O)NCC2CCC(C(=O)NCCc3ccccc3)CC2)cc1 (stereo unspecified) | 22.5% | 0.0 | / | / | 6.7% | /
O=C(O)C1C2C=CC3(CN(C/C=C/c4ccccc4)C(=O)C13)O2 (stereo unspecified) | -15.8% | -25.3 | 21.2% | 9.3% | 0.0% | -4.6%
CC(C)NC(=O)COc1ccc(S(=O)(=O)N2CCOCC2)cc1 | 0.1% | 51.9 | 15.5% | 0.7% | 11.9% | -5.4%
N#C/C=C/N1CCC(Cc2ccccc2)CC1 | 2.9% | 10.8 | -13.7% | -28.2% | 6.6% | -15.0%
Cc1ccc(C(=O)NCC(=O)NCC(=O)OCc2ccc(Oc3ccc([N+](=O)[O-])cc3)cc2)cc1 | / | -16.9 | -27.8% | / | / | 10.3%
CCOc1ccc(N(CC(=O)NCc2ccco2)C(=O)CCC(=O)Nc2nccs2)cc1 | 1.7% | 15.7 | 25.1% | -2.5% | -18.1% | 2.4%
O=C1Nc2ccccc2Oc2cc(Oc3ccccc3)ccc21 | -1.8% | -7.6 | / | / | -1.5% | /
COc1ccc(CNC(=O)C2CCN(C(=O)Cc3ccccc3)CC2)cc1 | -3.4% | 10.0 | 7.7% | -6.8% | 0.3% | 1.3%
Clc1ccc(-c2cc(-c3ccccc3)on2)cc1 | -0.1% | 70.1 | ? | / | -11.6% | 28.1%
Cc1ccccc1C(=O)O | -5.9% | -6.7 | 0.4% | / | 23.7% | 3.7%
CC(C)NS(=O)(=O)c1ccc(CCC(=O)NCc2ccc3c(c2)OCO3)cc1 | -1.6% | 8.9 | 22.6% | 5.7% | -22.0% | 1.1%

Compound activity as filed in PubChem BioAssay.
